Compound activity (PubChem BioAssay)
mHTT-CaM PPI inh – mHTT-calmodulin interaction abrogation. P42858. AlphaScreen His-mHTT/GST-CaM binding, luminescence. inhibition, % at 15 µM. 190,000 compounds, 3.6% hits. AID 1671202;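 also: 0% = both proteins with DMSO and 100% = one protein alone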
Pf apPOL block – Pf-apPOL DNA polymerase inhibition | 210,000 compounds, 0.25% hits | inhibition, % at 10 µM | Recombinant Pf-apPOL, molecular beacon fluorescence, 1.5 h
Starred values were filed as active, the others as inactive; nt = not tested or not shown; & = joins results of further samples. Rule as the data show it: active = inhibition above about 50%; inactive = the rest. No enrichment for hits; 3.5% or so of the library scored in one or more.

1: COc1ccc(CNC(=O)c2cc3c(n2C)CCN(Cc2ccc(F)cc2)C3)cc1OC
2: O=S(=O)(Nc1cccc(Cl)c1)c1ccc2nc(-c3ccccc3)[nH]c2c1
3: CC(C)Cn1c(CC2CCN(C(=O)c3ccccn3)C2)nc2cccnc21 (centres undefined)
4: Cc1ccc(S(=O)(=O)N2N=NC3C4CC(C5CC=CC54)C32)cc1 (centres undefined)
5: Cc1cccc(NCC(O)Cn2c(C)c(C)c3ccccc32)c1 (centres undefined)
6: O=C(CCc1ccccc1)Nc1cccc(O)c1
7: O=C(C1CC(=O)N(C2CCCCC2)C1)N1CCCCCC1 (centres undefined)
8: COc1ccccc1CNC(=O)C1CCN(c2nc3ccccc3o2)CC1
9: Cc1c(C(=O)NC2CCCCC2C)oc2ccc(S(=O)(=O)N3CCCC3)cc12 (centres undefined)
10: O=S(=O)(Cc1ccc2nonc2c1)c1ccc(C(F)(F)F)cn1

Assay by compound	1	2	3	4	5	6	7	8	9	10
Pf apPOL block	-5.3	0.6	-0.1	-1.5	3.7	-6.3	0.0	-10.9	7.3	-5.3
mHTT-CaM PPI inh	75.6*	-4.0	0.8	-25.0	91.0*	-1.1	-0.9	-4.0	8.0	nt

11: CCc1onc(C)c1C1CCCN1C(=O)NCCCOC (centres undefined)
12: Cc1ccc2c(c1)N(C)C(=O)c1cc(NC(=O)c3ccsc3)ccc1O2
13: N#CCSc1sc2c(O)cc(=O)[nH]c2c1C#N
14: Cc1cccc(CN2CCCn3nc(C(=O)NCc4ccc5c(c4)OCO5)cc3C2=O)c1
15: COc1ccc(-n2nc(C(=O)NCC(=O)NC3CCCCC3)c3ccccc3c2=O)c(OC)c1
16: CC(C)C(=O)NCCc1csc(C2CCN(C(=O)c3cccc(F)c3)CC2)n1
17: Cc1cccc(-c2cc3n(n2)CCCN(C(=O)c2ccccn2)C3)c1
18: CC1CCC(C(=O)NC(C(=O)Nc2ccncc2)C(C)C)CC1 (centres undefined)
19: O=C(NCC1CCCO1)C(=O)Nc1ccccc1Cl (centres undefined)
20: O=[N+]([O-])c1cc(C=Nc2ccc(-c3nc4ncccc4o3)cc2)c(O)c([N+](=O)[O-])c1

Assay by compound	11	12	13	14	15	16	17	18	19	20
Pf apPOL block	-6.1	-15.8	nt	-1.2	-2.1	1.2	3.1	-11.1	-4.6	-0.3
mHTT-CaM PPI inh	-2.1	4.5	-1.2	11.8	9.0	6.0	14.1	-1.0	-1.6	10.0

21: COc1ccc(NC(=O)c2cc3cccc(OC)c3oc2=Nc2ccc(C(=O)O)cc2)c(OC)c1
22: COc1cccc(Cl)c1NC(=O)N1CCN(c2cc(C(F)(F)F)nc3ccccc23)CC1
23: Cc1ccc(-n2nc(C)c3sc(N4CCCN(C(=O)c5ccccc5)CC4)nc32)cc1
24: O=C(c1nccc2ccccc12)N1CCn2cnnc2C1
25: S=c1[nH]nc(Cc2cccc3ccccc23)o1
26: O=C(c1cccc(OCC2CCCN(C(=O)c3ccsc3)C2)c1)N1CCCC1 (centres undefined)
27: CCc1ccc(NC(=O)Cn2nc3c(cc2=O)CC(C)CC3)cc1 (centres undefined)
28: CN(C)c1ccc(N2CCN(C(=O)C(C)(C)Oc3ccc(Cl)cc3)CC2)nn1
29: Cn1c(=O)c([N+](=O)[O-])c(NCCN2CCOCC2)c2ccccc21
30: Cc1noc(-c2nn(C)c3c2CN(C(=O)Cc2cccc(C(F)(F)F)c2)CC3)n1

Assay by compound	21	22	23	24	25	26	27	28	29	30
Pf apPOL block	-2.0	-21.4	-4.0	-3.7	nt	-2.8	0.3	-3.5	-2.4	-11.1
mHTT-CaM PPI inh	9.0	nt	21.7	-2.1	0.6	-6.6	2.1	1.5	-2.4	-10.8

In the list so far, these have sulfur.
2: O=S(=O)(Nc1cccc(Cl)c1)c1ccc2nc(-c3ccccc3)[nH]c2c1
4: Cc1ccc(S(=O)(=O)N2N=NC3C4CC(C5CC=CC54)C32)cc1 (centres undefined)
9: Cc1c(C(=O)NC2CCCCC2C)oc2ccc(S(=O)(=O)N3CCCC3)cc12 (centres undefined)
10: O=S(=O)(Cc1ccc2nonc2c1)c1ccc(C(F)(F)F)cn1
12: Cc1ccc2c(c1)N(C)C(=O)c1cc(NC(=O)c3ccsc3)ccc1O2
13: N#CCSc1sc2c(O)cc(=O)[nH]c2c1C#N
16: CC(C)C(=O)NCCc1csc(C2CCN(C(=O)c3cccc(F)c3)CC2)n1
23: Cc1ccc(-n2nc(C)c3sc(N4CCCN(C(=O)c5ccccc5)CC4)nc32)cc1
25: S=c1[nH]nc(Cc2cccc3ccccc23)o1
26: O=C(c1cccc(OCC2CCCN(C(=O)c3ccsc3)C2)c1)N1CCCC1 (centres undefined)

Assay by compound	2	4	9	10	12	13	16	23	25	26
Pf apPOL block	0.6	-1.5	7.3	-5.3	-15.8	nt	1.2	-4.0	nt	-2.8
mHTT-CaM PPI inh	-4.0	-25.0	8.0	nt	4.5	-1.2	6.0	21.7	0.6	-6.6

Next records:
31: Cc1cc(NC(=O)Cc2cc(F)cc(F)c2)no1
32: Cc1cccc(-c2nccc(C3CCCN(C(=O)Cc4cccc(F)c4)C3)n2)c1 (centres undefined)
33: COc1ccc(OC(C)C(=O)Nc2ccccc2Cl)cc1 (centres undefined)
34: Cc1ccc(C(c2c(C)[nH][nH]c2=O)c2c(C)[nH][nH]c2=O)o1
35: O=[N+]([O-])c1cc(N=Cc2ccc(Cl)cc2)ccc1Cl
36: CC(C)(C)c1ccc(C2=NC(C)(C)N(CC(=O)Nc3ccccc3)C2=O)cc1
37: CN(C)C1CN(Cc2ccccn2)CCC1(O)c1ccccc1 (centres undefined)
38: O=C(NCCCN1CCOCC1)c1ccnc(N2CCNC(c3ccccc3)C2)c1 (centres undefined)
39: O=C(Nc1ccc(Cl)c(C(F)(F)F)c1)C1CCN(C(=O)c2ccccc2)CC1
40: COc1cccc2cc(C(=O)NC3=C(C#N)CCC3)c(=O)oc12

Assay by compound	31	32	33	34	35	36	37	38	39	40
Pf apPOL block	0.7	-3.5	3.7	4.2	-3.3	-4.1	-8.3	4.3	3.4	-3.3
mHTT-CaM PPI inh	nt	46.0	-31.6	10.0	2.0	3.7	38.6	-3.5	-2.0	0.7

41: CCN1CCN(CCNC(=O)c2cc3n(n2)CCCN(Cc2cccc(F)c2)C3=O)CC1
42: FC(F)(F)c1oc(-c2ccc(Cl)cc2)cc1-c1nnc(-c2ccco2)o1
43: CC1=C(C(=O)Nc2ccccn2)C(c2ccc(Cl)cc2Cl)C2=C(CC(C)(C)CC2=O)N1 (centres undefined)
44: CC1CCC2(CC1)NC(=O)N(CC(=O)NC(C)CCc1ccccc1)C2=O (centres undefined)
45: CCN(C)C(=O)c1ccccc1N1CCC(NC(=O)c2cccc(F)c2)CC1
46: COc1cc(C2C(C#N)=C(N)Oc3n[nH]c(-c4ccccn4)c32)cc(OC)c1OC (centres undefined)
47: CCN(Cc1ccccc1)S(=O)(=O)c1ccc(F)c(C(=O)Nc2cc(Cl)ccc2OC)c1
48: CCCCOc1cccc(NC(=O)c2cccc([N+](=O)[O-])c2C)c1
49: CC1CC(NC(=O)c2ncn[nH]2)CC(C)(C)C1 (centres undefined)
50: Cc1nc(C)c(-c2ccc(SCC(=O)NCc3ccco3)nn2)s1

Assay by compound	41	42	43	44	45	46	47	48	49	50
Pf apPOL block	-1.7	-2.8	2.5	-5.7	-5.2	2.8	31.5	1.7	-6.7	2.8
mHTT-CaM PPI inh	-9.1	nt	8.0	3.2	-2.1	27.0	-8.0	-5.8	3.4	-1.9

51: CCCCNC(=O)c1cccnc1N1CCNC(c2ccccc2)C1 (centres undefined)
52: CC(=O)c1sc(NC(=O)c2ccc(S(=O)(=O)N3CCc4ccccc43)cc2)nc1C
53: COc1ccc(OC)c(S(=O)(=O)N2CCC(CN3CCCC(C)C3)CC2)c1 (centres undefined)
54: CC(C)(C)c1ccc(OCC(O)CN2CCN(C(=O)c3ccccc3)CC2)cc1 (centres undefined)
55: C1CN(C2C3CC4CC(C3)CC2C4)CCO1 (centres undefined)
56: Cc1ccccc1NCN1C(=O)S/C(=C\c2ccccc2F)C1=O
57: NC(=NS(=O)(=O)c1cc(C(F)(F)F)cc(C(F)(F)F)c1)c1ccccc1
58: COc1ccc(CNC(=O)N2CC=C(c3cn(C(C)C)c4ncccc34)CC2)cc1
59: COc1ccc(S(=O)(=O)CC(=O)N2CC(=O)Nc3ccccc32)cc1
60: CCCC1CCC2(CC1)CC[C@H]2OC(=O)Nc1ccc(F)cc1 (some centres undefined)

Assay by compound	51	52	53	54	55	56	57	58	59	60
Pf apPOL block	1.4	-4.3	-0.8	-3.2	-4.2	-5.3	-2.4	-5.4	-0.7	-1.7
mHTT-CaM PPI inh	-2.8	12.8	-4.2	15.1	-1.7	22.0	nt	8.0	-17.1	-53.8

61: CCOC(=O)C(NCCc1ccccc1)(NC(C)=O)C(F)(F)F (centres undefined)
62: O=C1CSC(=NN=Cc2ccccc2O)N1c1cccc(F)c1
63: c1ccc2c(c1)CC(N1CCOCC1)C2
64: COc1ccc(NC(=O)NCC#CCN2CCc3ccccc3C2)c(OC)c1
65: CCCCNC(=O)c1cn2c(n1)CCC(c1ccccc1C)C2 (centres undefined)
66: N=c1c(C(=O)NCc2ccco2)cc2c(=O)n3ccccc3nc2n1CCCO
67: Cc1noc(C)c1C1CCCN1Cc1cccc(F)c1F (centres undefined)
68: COc1cc(C=Nc2ccc(C)cc2C)cc(OC)c1OC
69: CSc1sc(-c2nc(C)cs2)c(C)c1-c1ccn[nH]1
70: O=C(CSc1ccccc1)Nc1ccn(-c2ccccc2)n1

Assay by compound	61	62	63	64	65	66	67	68	69	70
Pf apPOL block	-14.2	1.6&-2.7	9.0	2.5	-2.2	-1.4	-4.3	-1.7	-4.6	0.3
mHTT-CaM PPI inh	nt	nt	-3.4	5.8	10.7	4.0	-38.2	5.0	nt	-7.5

71: COc1cccc2sc(=NC(=O)c3ccc(S(=O)(=O)N4CCCCCC4)cc3)n(C)c12
72: O=C(NC(NCc1cccnc1)C(Cl)(Cl)Cl)c1ccc(Br)cc1 (centres undefined)
73: O=C(Nc1ccc(S(=O)(=O)Nc2ncccn2)cc1)c1ccccc1Br
74: CCc1nc(C2CCCN(C(=O)c3n[nH]c4ccccc34)C2)n[nH]1 (centres undefined)
75: C=C(C)CSc1nc2c(c(=O)[nH]c(=O)n2C)n1Cc1ccccc1Cl
76: NC(=O)CSc1ccc(-c2ccccn2)nn1
77: Cc1cccc(NC(=O)Nc2nccn(-c3ccc(Br)cc3)c2=O)c1
78: OCCOCCN1CCN(Cc2ccc(Br)cc2)CC1
79: COc1ccc(CN2CCN(C(=O)c3ccncc3)CC2)cc1OC
80: COc1cccc(NC(=O)Cn2c(=O)n(-c3ccccc3)c(=O)c3sccc32)c1

Assay by compound	71	72	73	74	75	76	77	78	79	80
Pf apPOL block	-2.0	1.3	-0.5	8.5	0.6	-4.2	-3.4	-0.7	-2.0	-0.8
mHTT-CaM PPI inh	0.0	-7.0	2.0	-0.6	17.0	100.1*	0.5	-2.1	3.0	0.0

81: O=C(Cn1c2c(c(-c3ccccc3Cl)cc1=O)CCC2)NCc1ccc(F)cc1
82: C[C@@H](CSc1ccccc1)CN1CC[C@H](O)CCC1=O
83: CCCc1cc(C2CCCN2C(=O)Nc2ccc(C(=O)OC)cc2)no1 (centres undefined)
84: COc1ccc2nc(C(=O)NCc3ccccc3)cn2n1
85: Cn1c(=O)c2c(nc(SCC(=O)O)n2Cc2cccc(C(F)(F)F)c2)n(C)c1=O
86: COc1ccc(CC(=O)Nc2ccc(C)c(NC(=O)c3ccccc3)c2)cc1OC
87: CC(=O)NCc1cnn(-c2ccc(C(=O)N3CCCC3)cc2)c1
88: CCCCCCCCCCCCCCCCCCOC[C@H](COP(=O)([O-])OCC[N+](C)(C)C)OC
89: COC(=O)c1sccc1NC(=O)c1nc(-c2ccc(C)cc2)n2c1CCCCC2
90: CCCn1c(C2CCN(C(=O)c3ccc(CC)cc3)C2)nc2cccnc21 (centres undefined)

Assay by compound	81	82	83	84	85	86	87	88	89	90
Pf apPOL block	1.1	1.2	-2.3	-1.6	6.1	-4.8	0.8	-4.3	1.6	-6.7
mHTT-CaM PPI inh	8.7	-2.3	3.1	-1.4	5.0	18.8	-5.9	nt	13.8	12.6

91: COc1ccc(-c2nnc(N3CCOCC3)c3ccccc23)cc1
92: COc1ccc(OC)c(-c2cc(C(=O)NCc3cccnc3)no2)c1
93: CCOC(CCn1c(SCC(=O)N(CC)CC)nc2ccccc2c1=O)OCC
94: O=C(C1CCN(Cc2ccc3c(c2)OCO3)CC1)N1CCOCC1
95: Clc1nc(N2CCCCC2)nc(N2CCOCC2)n1
96: O=C(NCCCN1CCN(c2ccccc2)CC1)c1noc2c1CCCCC2
97: COc1nn(C)cc1C(=O)NCc1ccco1

Assay by compound	91	92	93	94	95	96	97
Pf apPOL block	2.6	-5.8	-6.4	3.3	-8.8	-0.5	-5.8
mHTT-CaM PPI inh	-3.6	1.0	2.0	0.5	3.0	5.5	-15.9
